Bioassay records (PubChem BioAssay)
M4 antag: blocks acetylcholine activation of human M4 receptor | CHO-hM4 cells, ACh EC80, Fluo-8 calcium fluorescence | inhibition, % at 3 µM | 360,000 tested, 0.73% active | AID 624125;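 active = inhibition above its plate's cutoff, the mean inhibition of sample wells plus 3 SD, cut at about 27% in these data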;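 note: 0% = acetylcholine EC80 with DMSO and 100% = DMSO without agonist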
Target sequence (P08173 whole entry, looked up): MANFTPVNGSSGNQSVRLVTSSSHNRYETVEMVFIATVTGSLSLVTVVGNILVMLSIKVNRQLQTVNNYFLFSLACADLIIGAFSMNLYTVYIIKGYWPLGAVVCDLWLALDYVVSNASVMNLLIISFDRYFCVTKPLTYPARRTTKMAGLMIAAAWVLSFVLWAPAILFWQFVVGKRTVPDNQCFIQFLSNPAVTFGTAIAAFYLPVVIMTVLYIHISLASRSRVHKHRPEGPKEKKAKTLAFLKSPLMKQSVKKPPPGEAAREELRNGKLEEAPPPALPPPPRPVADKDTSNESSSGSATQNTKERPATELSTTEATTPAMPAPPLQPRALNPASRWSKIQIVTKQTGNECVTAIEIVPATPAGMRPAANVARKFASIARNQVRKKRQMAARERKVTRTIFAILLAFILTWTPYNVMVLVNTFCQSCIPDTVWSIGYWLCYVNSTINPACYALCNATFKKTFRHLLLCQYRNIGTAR
CHO-K1 Ca PAM: nonselective activator or artifact in parental CHO-K1 calcium assay; ATP EC20, Fluo-8 calcium fluorescence; 0% at ATP EC20, 100% at ATP max; activation, % at 3 µM; 360,000 tested, 0.02% active;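 active = activation above the run cutoff, the mean activation of all test compounds plus 3 SD, cut at about 40% in these data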;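 note: peak over basal fluorescence ratio in a 140 s read after ATP addition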
CHO-K1 Ca ag: counter-screen for M1 agonists: effect in parental CHO-K1 cells; Fluo-8 calcium fluorescence; scaled to maximal ATP response, vehicle zero; activation, % at 3 µM; 360,000 tested, 0.48% active; in the data active = activation above about 15%;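 note: untransfected CHO-K1 host cells lacking M1 receptor as counterscreen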
M4 PAM: positive allosteric modulators of human muscarinic M4 receptor | CHO-K1 hM4/Gqi5, Fluo-8 calcium fluorescence, ACh EC20; 0% = ACh EC20, 100% = maximal ACh | activation, % at 3 µM | P08173 | 360,000 tested, 0.4% active;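 active = activation above its plate's cutoff, the mean activation of sample wells plus 3 SD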; note: some results filed as inactive read as strong as hits
M5 ag: agonists of human muscarinic M5 receptor (CHRM5); CHO-K1 hM5 cells, Fluo-8 calcium fluorescence; 0% DMSO wells, 100% maximal acetylcholine response; 360,000 tested, 0.19% active; activation, % at 3 µM; P08912;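 active = activation above the run's mean over test compounds plus 3 SD, cut at about 23% in these data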;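 note: signal is peak over basal fluorescence ratio across the kinetic read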
Target sequence (P08912 whole entry, looked up): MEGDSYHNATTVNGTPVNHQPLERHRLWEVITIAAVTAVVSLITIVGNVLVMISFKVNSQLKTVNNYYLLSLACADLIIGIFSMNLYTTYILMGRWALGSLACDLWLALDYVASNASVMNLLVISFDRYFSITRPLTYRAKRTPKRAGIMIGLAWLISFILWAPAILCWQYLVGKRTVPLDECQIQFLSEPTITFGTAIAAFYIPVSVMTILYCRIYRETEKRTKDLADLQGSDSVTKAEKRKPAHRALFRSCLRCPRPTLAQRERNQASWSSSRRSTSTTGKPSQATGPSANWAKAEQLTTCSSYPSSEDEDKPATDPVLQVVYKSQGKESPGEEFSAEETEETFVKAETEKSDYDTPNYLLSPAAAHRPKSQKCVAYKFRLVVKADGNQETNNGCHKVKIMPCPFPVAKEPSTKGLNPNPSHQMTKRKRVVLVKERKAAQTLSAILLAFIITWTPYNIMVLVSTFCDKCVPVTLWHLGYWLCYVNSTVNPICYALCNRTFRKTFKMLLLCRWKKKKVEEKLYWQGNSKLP
CHRM5 PAM: CHRM5 positive allosteric modulation. P08912. CHO-K1 hM5, Fluo-8 calcium, ACh EC20 PAM; 0% = ACh EC20, 100% = ACh EC100. activation, % at 3 µM. 360,000 tested, 0.3% active;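 active = activation above the run cutoff, the mean activation of all test compounds plus 3 SD, cut at about 18% in these data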
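Assay system: CHO-K1 hM5 cells / Incubation: Fluo-8 loading 80 min at 37 °C plus 30 min room temperature / Technique: Fluo-8 calcium dye fluorescence, kinetic read / Repeats: single replicate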
CHO-K1 Ca antag: M1 antagonist counterscreen hit in parental CHO-K1 cells; ATP-induced calcium, Fluo-8 fluorescence; inhibition, % at 3 µM; 360,000 tested, 0.6% active;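 active = inhibition above a per-plate cutoff, the plate's mean sample inhibition plus 3 SD, cut at about 24% in these data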;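 note: 0% = DMSO plus EC80 ATP and 100% = DMSO alone without ATP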
M5 antag: antagonists of human muscarinic M5 receptor (CHRM5) | AID 624040 | inhibition, % at 3 µM | P08912 | 360,000 tested, 0.59% active | CHO-hM5 cells, Fluo-8 calcium fluorescence, ACh EC80;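 active = inhibition above a per-plate cutoff, the mean of that plate's test compounds plus 3 SD, cut at about 27% in these data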;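 note: 0% = acetylcholine EC80 with DMSO and 100% = DMSO without agonist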
CHRM4 agonist: agonists of human muscarinic M4 receptor (CHRM4); activation, % at 3 µM; 360,000 tested, 0.14% active; P08173; AID 624127; CHO-K1 hM4/Gqi5, Fluo-8 calcium fluorescence; vehicle 0%, full acetylcholine response 100%;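 active = activation above the run mean over all test wells plus 3 SD, cut at about 32% in these data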;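 note: peak over basal fluorescence ratio per well then scaled between controls; 0% = DMSO wells and 100% = acetylcholine at EC100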
* hit, by the source's call. No enrichment for hits. About 2.7% of those tested had a hit in this group.

Molecule,M4 antag,CHO-K1 Ca PAM,CHO-K1 Ca ag,M4 PAM,M5 ag,CHRM5 PAM,CHO-K1 Ca antag,M5 antag,CHRM4 agonist
COc1cccc(C2/C(=C(/O)c3ccc4c(c3)OCO4)C(=O)C(=O)N2CCN2CCOCC2)c1 (centres undefined),4,2,1.2,1,-5,4,-1,-3,1
Cc1ccc2ccc(S(=O)(=O)NCc3ccco3)cc2c1,0,-5,0.1,3,-4,-2,-9,8,2
O=c1cc(N2CCOCC2)c2ccccc2o1,-3,-13,-0.3,2,1,1,9,-3,1
O=S(=O)(Nc1nnc(-c2ccccc2)s1)c1ccc(Cl)cc1,-3,16,1.3,3,-4,2,-5,-3,1
CCOC(=O)C1C(c2ccc(C)o2)NC(=O)NC1(O)C(F)(F)F (centres undefined),-6,18,0.1,1,-1,1,-9,-5,1
Cc1nc(-c2nc(C(=O)NNS(C)(=O)=O)cs2)cs1,0,-11,0.1,0,1,5,4,2,1
Nc1nc(SCCO)[nH]c(=O)c1NC(=O)c1ccco1,-32,-9,0.0,13,-2,5,-8,-4,1
CC(Sc1nc(-c2ccccc2)cc(C(F)(F)F)n1)C(=O)N1CCC(C(N)=O)CC1 (centres undefined),11,0,2.3,0,2,-3,-5,5,6
Cc1cccc(C)c1NC(=O)C1c2ccccc2OCC(=O)N1Cc1ccco1 (centres undefined),-7,5,0.0,9,5,7,-9,-11,1
O=C(NCc1ccc(F)cc1)C1CC(=O)N(Cc2ccco2)C1 (centres undefined),7,16,1.6,-1,-2,-5,-13,12,1
Cc1ccc(C(=O)c2c[nH]c(C(=O)NCc3cccnc3)c2)cc1,4,16,0.5,-2,2,-2,-3,1,1
Cc1nnc(SCC(=O)Nc2cccc(S(=O)(=O)N3CCCCC3)c2)s1,-4,6,3.4,3,6,-4,-5,0,6
CC(C)(C)C(=O)Nc1nnc(SCC(=O)NC2CC2)s1,12,-4,0.3,-9,-1,-3,-10,8,0
NC1=NC(=O)C(Cc2ccc(OC(F)(F)F)cc2)S1 (centres undefined),-4,15,1.3,7,1,-5,-14,16,1
COC(=O)C1(C)NC(c2ccccc2C)C2C(=O)N(c3ccc(F)cc3)C(=O)C21 (centres undefined),-6,17,0.8,-2,-9,10,-8,7,1
COc1ccccc1-c1n[nH]nc1C1=CC(=O)C[C@H](c2ccc(F)cc2)C1,-5,22,0.9,4,-1,1,-21,-8,1
Cn1c(CCN2CCOCC2)nc2cc(NS(=O)(=O)c3ccccc3)ccc21,2,-6,2.0,-9,0,-12,-4,8,4
O=C1c2ccccc2C(=O)N1CCc1c[nH]c2ccccc12,20,-13,2.4,-3,-11,-8,-1,15,2
O=c1c(C=NCC2CCCO2)c(-c2ccccc2)[nH]n1-c1ccc([N+](=O)[O-])cc1 (centres undefined),-1,0,0.7,-8,1,7,-8,-8,1
COc1ccc(-c2cc(C(F)(F)F)nc(-n3cc(Cl)cn3)n2)cc1,-2,8,0.0,1,1,2,-1,-2,-1
Cc1cccc(C)c1NC(=O)C1(N2C(=O)CC2c2ccccc2)CCCCC1 (centres undefined),0,10,1.3,-1,-1,-3,0,2,0
Cc1cc(=O)c(C(=O)Nc2ccc(N3CCOCC3)cc2N2CCOCC2)nn1-c1ccccc1Cl,4,-21,0.5,3,2,-4,-16,17,0
Cc1cccc(NS(=O)(=O)c2cc(C(=O)N3CCN(C)CC3)ccc2C)c1,-8,33,1.6,16,-3,-1,-25,9,2
C[C@@H](NC(=O)C1(c2ccccc2)CCN(C(=O)OC(C)(C)C)CC1)C(=O)N[C@@H](Cc1ccccc1)C(=O)O,-6,5,1.5,7,2,-3,8,4,0
Cc1ccc2nc(NC(=O)c3ccc(OCC4CCCO4)cc3)sc2c1 (centres undefined),8,-10,4.1,-12,11,-12,0,0,12
O=C(NNC(=O)C1CC1)c1cc(Br)c(Br)s1,5,-10,0.5,-2,-1,-11,-19,5,0
COC(=O)c1ccccc1NC(=O)c1noc2c1CCC2,-1,22,0.1,2,-3,-4,-17,4,1
O=S(=O)(Nc1ncccn1)c1ccc(NC(=S)N2CCN(Cc3ccc(F)cc3Cl)CC2)cc1,5,-1,1.0,4,-4,7,-16,-6,1
COC(=O)c1ccc(Cn2nnc3c(=O)[nH]c(C4CCCN(S(=O)(=O)c5ccccc5Cl)C4)nc32)cc1 (centres undefined),3,18,0.9,3,-2,-1,-5,0,1
CC1CCN(Cc2ccc(NC(=O)CC3Oc4ccccc4NC3=O)cc2)CC1 (centres undefined),97*,15,1.2,-14,-6,-25,-1,37*,2

Part of the list above in order of formula weight, descending:
Molecule,M4 antag,CHO-K1 Ca PAM,CHO-K1 Ca ag,M4 PAM,M5 ag,CHRM5 PAM,CHO-K1 Ca antag,M5 antag,CHRM4 agonist
CC(Sc1nc(-c2ccccc2)cc(C(F)(F)F)n1)C(=O)N1CCC(C(N)=O)CC1 (centres undefined),11,0,2.3,0,2,-3,-5,5,6
COC(=O)C1(C)NC(c2ccccc2C)C2C(=O)N(c3ccc(F)cc3)C(=O)C21 (centres undefined),-6,17,0.8,-2,-9,10,-8,7,1
CC1CCN(Cc2ccc(NC(=O)CC3Oc4ccccc4NC3=O)cc2)CC1 (centres undefined),97*,15,1.2,-14,-6,-25,-1,37*,2
Cc1ccc2ccc(S(=O)(=O)NCc3ccco3)cc2c1,0,-5,0.1,3,-4,-2,-9,8,2

Later entries
Molecule,M4 antag,CHO-K1 Ca PAM,CHO-K1 Ca ag,M4 PAM,M5 ag,CHRM5 PAM,CHO-K1 Ca antag,M5 antag,CHRM4 agonist
COc1cccc(C(=O)O/N=C(\N)c2ccncc2)c1,1,3,0.5,-2,-1,3,-9,-1,3
CC(=O)Nc1ccc(S(=O)(=O)Nc2nc3cc4c(cc3nc2Cl)OCCO4)cc1,6,10,1.1,3,3,13,-14,-13,1
Cc1ccc(C(=O)N2N=C3c4ccccc4S(=O)(=O)N3[C@H]2N(C)C)cc1,-11,23,1.4,10,-1,6,-11,-2,1
Nc1nnn(CC(=O)N/N=C/c2ccc(O)cc2)n1,-1,19,0.1,3,0,2,-19,0,1
COC(=O)C1=C(C)C(c2cccs2)NC(=O)N1C (centres undefined),-4,-7,0.0,10,2,-4,6,1,0
O=S(=O)(NCCOc1ccc(F)cc1)c1ccc2c(c1)OCCO2,9,5,1.8,-11,-4,-8,5,7,2
N#CC1=C(N)Oc2cc(O)c(C=Nc3ccccc3)cc2C1c1ccccc1 (centres undefined),3,9,1.2,1,-2,1,-8,-3,0
COc1ccc2cc3cc(C(=O)NCC4COc5ccccc5O4)oc3nc2c1 (centres undefined),-5,-7,0.7,0,-2,-10,21,5,11
CC(C)OC(=O)CCCCCN1C(=O)CSC1=S,-1,20,1.8,-2,-12,4,1,-2,1
O=C(NCc1cccs1)C1CCCN(S(=O)(=O)c2ccc3c(c2)OCO3)C1 (centres undefined),-17,21,1.3,4,-11,3,-15,-7,4
CC(C)(C)OC(=O)N[C@@H](Cc1ccccc1)c1nnc(SCC(N)=O)o1,-7,10,0.7,-12,2,-1,0,2,0
CSc1cccc(NC(=O)c2cnccn2)c1,1,-10,0.2,0,0,-1,9,19,1
CCc1cc2c(SCC(=O)N(CC)c3c(N)n(Cc4ccccc4)c(=O)[nH]c3=O)ncnc2s1,2,18,0.6,-2,-2,0,-10,2,1
COC(=O)c1c(N)sc2c1CCN(c1ncc(C(F)(F)F)cc1Cl)C2,2,9,0.0,-2,-2,-2,6,3,-2
CC(=O)c1ccc(NC(=S)NCCCN2CCOCC2)cc1,5,17,0.8,-2,0,2,-19,9,1
CC1=NC(Nc2nc(C)c3ccccc3n2)=NC(C)(C)C1,20,7,0.3,-13,-7,0,-7,-2,-1
CC12CCC(=O)N1C(C(=O)NNC(=O)c1ccccc1F)CS2 (centres undefined),0,0,-0.4,6,3,0,-16,7,0
CSc1ccccc1NC(=S)Nc1ccccc1C(F)(F)F,-1,11,-0.1,11,1,-4,-4,5,1
O=C(Nc1ccc(S(=O)(=O)N2CCOCC2)cc1)C1CCN(S(=O)(=O)c2ccc(Cl)cc2)CC1,5,-3,6.0,-4,3,-17,-8,19,12
COC(=O)CSc1nc2ccc(NC(=O)CSc3nnnn3Cc3ccccc3)cc2s1,27*,9,2.8,-8,-4,-36,14,13,9
COc1ccc(CSc2ccc(S(=O)(=O)N3CCCCC3)cn2)cc1F,4,26,1.5,6,0,0,-6,2,1
NC(=O)c1ccsc1NC(=O)COC(=O)CNC(=O)c1ccc(Cl)cc1,2,29,8.8,5,6,6,-22,-2,15
CCOC(=O)C(Cc1cc(C(C)=O)ccc1OCC)C(=O)OCC,4,-5,0.4,-5,-6,-1,9,-6,0
COc1ccc(-c2cc(C(=O)N3CCN(Cc4ccc5c(c4)OCO5)CC3)on2)cc1OC,0,30,4.2,1,-4,-5,-9,6,4
Cc1nc2ccc(C(=O)NCCCn3ccnc3)cn2c1N(C)C(=O)CCc1ccccc1,-15,13,1.1,8,-2,0,-15,-4,1
Cc1ccc(CSc2ccc(-c3ccc4c(c3)OCO4)nn2)cc1,-8,5,-0.3,4,1,-1,5,4,0
CC1C(=O)N(c2ccc(S(=O)(=O)N(C)C)cc2)C1(/C=C/c1ccccc1)C(=O)NC1CCCC1 (centres undefined),-4,21,0.8,-5,-1,3,-9,-6,0
Cn1c(C(=O)NC2CCCCCC2)cc2c(=O)n(C)c3ccccc3c21,-21,15,3.8,1,3,-7,-8,0,14
CN(C(=O)CSc1ncnc2sc(-c3ccccc3)cc12)C1CCS(=O)(=O)C1 (centres undefined),-6,18,-0.2,9,-2,0,-7,-6,1
CCN1/C(=C\C=C(C(C)=O)C(C)=O)Sc2ccccc21,-1,5,17*,-1,20,4,3,-13,7
CC(C)(C)OC(=O)[C@H](Cc1ccccc1)NC(=O)c1nc[nH]c1C(=O)NC1CCNCC1,11,-8,0.0,-1,-3,7,-13,5,0
S=C(NCCCN1CCOCC1)Nc1cccc(Cl)c1,2,-10,0.5,1,1,3,-6,1,1
CC(=O)N1CCN(c2ccc(NC(=O)c3ccccc3)cc2)CC1,4,15,0.5,0,0,0,3,11,2
COCCNC(=S)NCc1ccc2[nH]c3c(c2c1)CCCC3,-10,-4,0.7,1,3,-4,-2,5,4
CN(CC(=O)Nc1ccc(F)c(F)c1F)c1ncnc2sccc12,-9,25,4.2,9,-1,4,-2,1,5
CCOc1ccccc1NC(=O)CCc1ccc(C)o1,-12,26,0.0,4,-8,-5,-24,-8,0
Cc1ccc(C)c(NC(=O)CCN2CCC(C)CC2)c1,-7,22,0.5,5,-5,8,-11,4,-1
CC1Cc2ccccc2N1C(=O)COC(=O)c1n[nH]c(=O)c2ccccc12 (centres undefined),-4,16,0.4,3,0,5,-16,0,3
COc1cccc(C(C(=O)NC2CCCCC2)N(Cc2ccco2)C(=O)c2ccccn2)c1 (centres undefined),-16,12,1.6,-2,-2,-8,2,15,5
CCCc1cc2c(cc1NC(=O)c1ccc(Br)cc1)OCO2,15,-6,-0.8,-10,0,-6,12,1,-1
c1csc(-c2nn3c(C4COc5ccccc5O4)nnc3s2)c1 (centres undefined),-2,16,1.5,-5,4,-4,-11,1,6
